Assay outcomes (PubChem)
PfHsp40 rescue: rescue of yeast from PfHsp40 toxicity, primary screen, S. cerevisiae, ATP luminescence; S. cerevisiae expressing PfHsp40, growth rescue; growth rescue, % at 12.5 µM; 0.68% of 340,000 active; in the data active = growth rescue above about 28%, passing the limit was not always enough; inconclusive = no clear call, values can overlap the other calls;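 also: yeast W303a lacking pdr1 and pdr3 grown in galactose medium; growth measured after three days at 30 °C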
FBA Mtb inh: Mtb FBA enzyme inhibitors, primary screen, biochemical, fluorescence, strain H37Rv; Fructose-bisphosphate aldolase (Mycobacterium tuberculosis (strain ATCC 25618 / H37Rv)), …; purified M. tuberculosis FBA, fluorescence read-out; inhibition, % at 1 µM; 2.3% of 360,000 active; in the data active = inhibition above about 27%;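 also: 0% = vehicle and 100% = reference inhibitor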
Vc quorum ag: inducers of Vibrio cholerae quorum light production without autoinducers, primary screen, BH1578 luxS cqsA deficient, single point. V. cholerae BH1578 lux reporter, luminescence, 6 h. activation, % at 18.7 µM. 0.16% of 350,000 active. AID 588436, 2011; in the data active = activation mostly above about 9.7%, no sharp cut-off; inconclusive = no clear call, values can overlap the other calls; inactive = mostly below about 3.7%; also: not every result past the cut was called active; inactives centre near 0; reference of the scale not given here
GDH-TPI counter: GDH-TPI coupling enzyme inhibitors, primary screen, artefact control for M. tuberculosis FBA inhibitor project, biochemical, absorbance, full deck; GDH-TPI coupled enzyme counterscreen, NADH absorbance; inhibition, % at 4.8 µM; 1.2% of 360,000 active; in the data active = inhibition above about 30%;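 also: 0% = DMSO wells and 100% = wells lacking the enzyme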
UGM FP inh: M. tuberculosis UGM enzyme inhibitors, primary screen, biochemical, fluorescence polarization, single point. inhibition, % at 10 µM. 0.06% of 320,000 active. UDP-galactopyranose mutase (Mycobacterium tuberculosis (strain ATCC 25618 / H37Rv)), …. purified UGM, fluorescence polarization probe displacement; in the data active = inhibition above about 10%, passing the limit was not always enough; inconclusive = no clear call, values can overlap the other calls
FadD28 FP inh: inhibitors of FadD28 bisubstrate probe binding, primary screen, biochemical, fluorescence polarization, single point; Mycobacterium tuberculosis FadD28 fatty-acid-AMP ligase; inhibition, % at 12.5 µM; 0.22% of 360,000 active; AID 588549, 2011; in the data active = inhibition above about 8.5%, passing the limit was not always enough; inconclusive = no clear call, values can overlap the other calls
BioA inh: M. tuberculosis BioA enzyme inhibitors, primary screen, biochemical, plate reader, single point, HTS; 0.096% of 360,000 active; 7,8-diaminopelargonic acid synthase BioA (Mycobacterium tuberculosis); inhibition, % at 9.99 µM; AID 602481, 2012; purified M. tuberculosis BioA enzyme; in the data active = inhibition above about 40%; inconclusive = no clear call, values can overlap the other calls
TcdB GH inh: TcdB glycohydrolase inhibitors, primary screen, biochemical, single point, plate reader; Toxin B (Clostridioides difficile), P18177; TcdB glycohydrolase enzymatic assay; inhibition, % at 9.99 µM; 0.24% of 350,000 active; AID 652162, 2013; in the data active = inhibition above about 10%
Yp Topo-I inh: Yersinia pestis topoisomerase I inhibitors, primary screen, biochemical, cleavage product accumulation, plate reader, single point; DNA topoisomerase I (Yersinia pestis CO92); Y. pestis Topo-I cleavage product accumulation; activity, % at 10 µM; 0.064% of 360,000 active; AID 504884, 2011; in the data active = activity above about 50%, passing the limit was not always enough; inconclusive = no clear call, values can overlap the other calls; also: inactives centre near 2
* hit, by the source's call; i = inactive; ? = inconclusive; . = not tested or not shown.

SMILES	PfHsp40 rescue	FBA Mtb inh	Vc quorum ag	GDH-TPI counter	UGM FP inh	FadD28 FP inh	BioA inh	TcdB GH inh	Yp Topo-I inh
CCC(=O)N1CCCC(C)(C(=O)Nc2nccc3cccnc23)C1 (stereo not drawn)	.	1	i	15	.	1.7	-0.7	1.1	5
CCN(CC)S(=O)(=O)c1cccc(-c2nnc(SCCOc3ccccc3)o2)c1	1.3	1	i	-1	-1.1	-1.6	-2.1	0.8	6
COc1ccc(/C=C2\Oc3cc(OCC(=O)N4CCC(C(=O)O)CC4)ccc3C2=O)c(OC)c1	0.2	-8	-0.4	8	0.9	-5.1	-8.6	.	-6
COc1ccc(N(Cc2cc(=O)[nH]c3ccccc23)C(C)=O)cc1	1.1	3	i	3	0.9	0.7	.	-1.1	-6
COc1cc(NC(=O)c2ccco2)c(OC)cc1NC(=O)CCC(=O)Nc1cc(C)ccc1C	0.2	0	0.3	1	0.0	-2.8	-1.4	.	17
O=C(O)C1CCN(C(=O)CSc2nc3ccccc3s2)CC1	-0.9	0	-0.2	3	1.5	0.4	1.2	0.8	12
COC(=O)[C@@]1(Cc2ccc(OC)cc2)[C@H]2c3cc(C(=O)N(C)C)n(Cc4c(CO)[nH]cc(C)c4=O)c3C[C@H]2CN1C(=O)c1ccccc1	-0.9	3	-0.9	0	-0.5	-0.4	0.0	0.6	37
Cc1cc(=O)oc(C)c1C(=O)N1CCCc2ccccc21	-0.7	6	-0.6	6	-0.6	-0.6	2.9	.	6
COc1ccccc1C(=O)NCCn1ccc2ccccc21	-0.3	-6	i	-5	2.8	-3.8	-1.4	.	-3
CC(=O)Nc1cccc(NC(=O)CSc2nnc(Cc3cccn3C)n2-c2ccc(C)cc2)c1	0.0	5	0.2	1	1.0	-0.1	2.1	.	5
N#CC1=C2C=CC=CN2CC1=O	3.2	1	i	9	-0.7	-3.5	-2.1	.	3
O=C(C[C@@H]1C/C=C\CC[C@H](Cc2ccc(F)cc2)C(=O)OC[C@@H]2CCCN2C1=O)N[C@H](CO)Cc1ccccc1	-0.2	-1	-0.2	1	1.9	-6.8	2.1	-0.8	6
Cc1ccc(-c2nn(CC(N)=O)c(=O)c3ccccc23)cc1S(=O)(=O)N(C)C	-0.5	1	-0.3	-2	2.5	-3.6	.	.	0
O=C(COc1ccccc1[N+](=O)[O-])NCC1COc2ccccc2O1 (stereo not drawn)	0.0	4	i	0	0.2	1.0	-0.7	-2.2	-2
COCCCNCCOc1ccc(C)cc1[N+](=O)[O-]	-0.7	-6	-0.6	-7	1.0	-2.5	.	.	5
COc1ccc(NC(C)=O)cc1S(=O)(=O)NCCc1ccccn1	-1.0	0	i	6	-1.0	-1.9	3.8	-0.9	-2
C=CCC(C#N)(c1ccc(OC)c(OC)c1)c1cnccn1 (stereo not drawn)	4.3	1	i	4	1.5	-0.3	-1.6	0.3	4
COc1cccc(/C=C2\SC(=S)NC2=O)c1OS(=O)(=O)c1ccc(NC(C)=O)cc1	-1.0	-5	-0.1	16	-2.2	-8.3	.	.	0
CCc1cc2c(=O)n(CC(=O)NC3CCCCC3)cnc2s1	-0.1	5	1.9	-10	-1.4	1.3	-2.2	-4.9	6
O=C(CSc1nc2ccccc2o1)N1CCN(S(=O)(=O)c2ccc3ccccc3c2)CC1	-2.2	1	-0.4	0	1.2	-3.1	.	.	7
COC(=O)Cc1c(C)c2ccc(OCc3nn[nH]n3)cc2oc1=O	0.5	189*	i	17	-2.1	-3.1	-0.1	.	9
O=C(COC(=O)c1ccco1)Nc1cccc(S(=O)(=O)N2CCCCC2)c1	-0.2	1	1.1	10	0.5	-0.9	-2.2	0.7	10
Cc1ccc(S(=O)(=O)Nc2cccc(C(=O)N3CCCC3)c2)cc1F	-0.9	3	5.6	4	2.2	0.7	.	0.2	1
O=C(NCc1cccnc1)C1CC(c2ccccc2Cl)=NO1 (stereo not drawn)	0.0	1	i	4	1.1	0.0	-1.8	1.3	-4
O=C(COc1ccc(Cl)cc1)NCCc1cnc[nH]1	0.3	-1	i	0	2.6	-2.0	-0.1	2.3	-5
Additional compounds.
SMILES	PfHsp40 rescue	FBA Mtb inh	Vc quorum ag	GDH-TPI counter	UGM FP inh	FadD28 FP inh	BioA inh	TcdB GH inh	Yp Topo-I inh
Cc1ccc(NC(=O)Cn2c(CCC(=O)O)ccc2-c2cccs2)cc1Cl	2.6	2	i	-9	0.4	-2.4	.	-0.9	3
CCN(C(=O)Cc1c(C(=O)O)[nH]c2ccccc12)c1ccc(OC)cc1	-1.2	-1	0.0	-5	3.3	-1.4	.	.	5
O=C(CSc1cccc2cccnc12)N/N=C/c1ccc(O)cc1	-0.7	16	7.9	47*	-2.0	-2.6	1.1	20*	-5
O=C(COc1ccc2c(c1)CCC2)N1CCN(c2ccccc2F)CC1	-0.4	-1	-0.1	0	2.7	1.4	2.3	.	7
Cc1ccc(CNC(=O)CSc2n[nH]c(N)n2)cc1	-0.5	0	5.0	-4	2.9	-3.2	0.6	.	-4
O=C(COc1ccc(S(=O)(=O)NC2CCCCC2)cc1)NCc1ccccn1	0.5	2	-7.1	7	-2.2	-1.0	1.7	.	0
O=C(OC1CCOC1=O)c1cc(-c2ccccc2)nc2ccccc12 (stereo not drawn)	2.5	12	-0.4	16	0.1	-4.2	0.0	.	-11
CCOC(=O)CSc1nc(N)c(C#N)c(-c2ccc(OCC)cc2)c1C#N	-0.7	0	i	9	-0.3	-0.7	-0.9	.	14
CCCCn1c(N)c(N(CC(C)C)C(=O)CCCc2nc3ccccc3c(=O)[nH]2)c(=O)[nH]c1=O	-1.5	3	0.8	-2	0.8	0.1	-1.1	0.2	1
CCc1nn(CC(=O)N2CCN(CC)CC2)c(=O)c2cc3sccc3n12	-1.0	6	0.0	16	3.8	-0.5	?	-0.5	10
COCCNC(=O)c1ccc(-n2c(SCc3cc(F)ccc3F)nc3ccccc3c2=O)cc1	-0.8	3	-0.4	8	1.3	-3.0	-1.0	.	3
O=C(/C=C/c1ccc(S(=O)(=O)N2CCOCC2)cc1)NCc1ccccc1F	-1.5	2	0.9	0	-0.8	-1.7	-1.4	0.7	0
Cc1ccnc2nc(C(=O)OCCOc3cccc(Br)c3)nn12	-0.7	-11	i	7	1.3	-2.8	7.7	.	-2
Cc1ccc(CN(c2ccc(C(=O)N3CCc4ccccc4C3)cc2)S(C)(=O)=O)cc1	-0.1	-2	-2.9	7	-2.3	-1.7	1.6	.	29
Cc1ccc(C(=O)CN(CCC(=O)O)S(=O)(=O)c2ccc([N+](=O)[O-])cc2)cc1	-0.4	0	-0.5	1	-1.2	0.7	-0.9	-13	-2
COc1ccc(C(=O)NCC(=O)OCc2ccc([N+](=O)[O-])cc2)cc1	12	-1	-0.2	-8	3.4	-3.2	.	-0.2	-4
COc1ccc(S(=O)(=O)N2CCOCC2)cc1NC(=O)COC(=O)CCS(=O)(=O)c1ccc(C)cc1	1.0	-1	-0.3	6	.	-0.8	1.5	0.5	30
CCCC(=O)Nc1nc2nc(-c3ccccc3)cc(-c3ccccc3)n2n1	-2.2	7	1.0	18	1.4	-1.4	0.2	.	6
Oc1ccccc1Oc1c(F)c(F)nc(N2CCCC2)c1F	19	-6	-0.3	6	-0.5	21*	5.7	0.8	-4
O=C1NC2(c3ccccc3)NC(=O)NC2(c2ccccc2)N1 (stereo not drawn)	-0.1	-2	-7.1	3	.	-2.8	-1.7	1.0	6
COc1ccc(CCNS(=O)(=O)CC23CCC(CC2=O)C3(C)C)cc1OC (stereo not drawn)	0.1	2	-0.7	-2	2.9	-2.8	0.1	1.1	1
CN(CC(=O)Nc1ccc(C(N)=O)cc1)CC(=O)Nc1ccccc1Br	1.4	6	-0.3	7	-0.9	-1.0	1.1	0.0	4
O=C(O)COCc1nc2ccccc2s1	-1.3	-7	-0.3	-13	-0.3	-3.0	0.1	0.5	0
COc1ccc(NC2CCCN(Cc3cccc4cnccc34)C2)cc1OC (stereo not drawn)	-0.2	118*	-0.6	20	-2.7	-1.9	0.4	-2.2	-4
COc1ccccc1C(=O)NCC(=O)OCC(=O)NNC(=O)c1ccc(Br)cc1	0.4	-2	4.3	3	0.0	-1.5	-1.9	-2.5	3

Part of the list above in order of molecular weight, high to low:
SMILES	PfHsp40 rescue	FBA Mtb inh	Vc quorum ag	GDH-TPI counter	UGM FP inh	FadD28 FP inh	BioA inh	TcdB GH inh	Yp Topo-I inh
CCCCn1c(N)c(N(CC(C)C)C(=O)CCCc2nc3ccccc3c(=O)[nH]2)c(=O)[nH]c1=O	-1.5	3	0.8	-2	0.8	0.1	-1.1	0.2	1
COc1ccccc1C(=O)NCC(=O)OCC(=O)NNC(=O)c1ccc(Br)cc1	0.4	-2	4.3	3	0.0	-1.5	-1.9	-2.5	3
Cc1ccc(C(=O)CN(CCC(=O)O)S(=O)(=O)c2ccc([N+](=O)[O-])cc2)cc1	-0.4	0	-0.5	1	-1.2	0.7	-0.9	-13	-2
Cc1ccc(NC(=O)Cn2c(CCC(=O)O)ccc2-c2cccs2)cc1Cl	2.6	2	i	-9	0.4	-2.4	.	-0.9	3
CCOC(=O)CSc1nc(N)c(C#N)c(-c2ccc(OCC)cc2)c1C#N	-0.7	0	i	9	-0.3	-0.7	-0.9	.	14
COc1ccc(C(=O)NCC(=O)OCc2ccc([N+](=O)[O-])cc2)cc1	12	-1	-0.2	-8	3.4	-3.2	.	-0.2	-4
Oc1ccccc1Oc1c(F)c(F)nc(N2CCCC2)c1F	19	-6	-0.3	6	-0.5	21*	5.7	0.8	-4
Cc1ccc(CNC(=O)CSc2n[nH]c(N)n2)cc1	-0.5	0	5.0	-4	2.9	-3.2	0.6	.	-4
O=C(O)COCc1nc2ccccc2s1	-1.3	-7	-0.3	-13	-0.3	-3.0	0.1	0.5	0

The list goes on:
SMILES	PfHsp40 rescue	FBA Mtb inh	Vc quorum ag	GDH-TPI counter	UGM FP inh	FadD28 FP inh	BioA inh	TcdB GH inh	Yp Topo-I inh
S=C(c1ccc2c(c1)OCO2)N1CCOCC1	0.3	2	-0.6	1	-1.1	-3.3	-0.6	2.6	-5
O=c1[nH]c(=S)n(-c2ccc(F)cc2)c(O)c1/C=N/N1CCOCC1	-0.3	-1	i	31*	-2.7	-1.1	0.1	-3.5	-2
COC(=O)Nc1nn(-c2ccc(Cl)cc2)c(=O)c(C#N)c1C	-1.0	2	0.4	19	0.1	-1.3	0.9	0.3	2
COc1ccc(NC(=O)C(C)N(c2ccc(C)cc2)S(C)(=O)=O)cc1 (stereo not drawn)	-0.2	0	-0.4	5	2.9	-2.2	1.1	.	5
O=[N+]([O-])c1ccc(Nc2nc(NCCO)nc(N3CCCC3)n2)cc1	-0.3	-3	-0.3	16	-0.8	-3.5	.	-0.2	-8
COC(=O)c1ccc(NC(=O)c2ccc[n+]([O-])c2)cc1	0.5	0	-0.3	-14	0.2	-3.3	5.3	0.0	4
O=c1c2ccccc2nc(-c2ccccc2)n1-c1cccc(O)c1	-1.2	-1	-0.7	5	-3.8	-8.5	.	0.4	2
CCN(CC(=O)Nc1ccccc1C(F)(F)F)C(=O)C1CSC2(C)CCC(=O)N12 (stereo not drawn)	-0.2	0	-2.8	1	-0.8	-3.8	.	-2.0	-7
COc1ccccc1Nc1ncnc2c1oc1ccccc12	-1.5	1	-2.1	21	2.6	-1.1	-2.3	.	3
COC(=O)Cn1c(=NC(=O)c2cc(OC)cc(OC)c2)sc2cc(OC)ccc21	-0.1	-2	i	12	0.5	-4.4	-0.2	.	14
